Compound activity: PubChem BioAssay, National Center for Advancing Translational Sciences (NCATS)
KDM5B inhibitor: blocks human KDM5B histone demethylase activity | Q9UGL1 | KDM5B demethylase, FDH-coupled NADH fluorescence (FDH is formaldehyde dehydrogenase) | Potency, µM (doses to about 57.7 µM), for inactives: top-dose activity change, negative = inhibition, usual class: inhibitors | hit rate 2.6% among 220,000 | AID 1347165; active means well fitted inhibition curve with a large enough effect; inconclusive means small, poorly fitted or top-dose-only effect; inactive means no such curve, though single readings can be large or run the other way; further: 0% is about no effect; nearly all actives have a fitted effect of over 70% in size
Target sequence (Q9UGL1 whole entry, looked up): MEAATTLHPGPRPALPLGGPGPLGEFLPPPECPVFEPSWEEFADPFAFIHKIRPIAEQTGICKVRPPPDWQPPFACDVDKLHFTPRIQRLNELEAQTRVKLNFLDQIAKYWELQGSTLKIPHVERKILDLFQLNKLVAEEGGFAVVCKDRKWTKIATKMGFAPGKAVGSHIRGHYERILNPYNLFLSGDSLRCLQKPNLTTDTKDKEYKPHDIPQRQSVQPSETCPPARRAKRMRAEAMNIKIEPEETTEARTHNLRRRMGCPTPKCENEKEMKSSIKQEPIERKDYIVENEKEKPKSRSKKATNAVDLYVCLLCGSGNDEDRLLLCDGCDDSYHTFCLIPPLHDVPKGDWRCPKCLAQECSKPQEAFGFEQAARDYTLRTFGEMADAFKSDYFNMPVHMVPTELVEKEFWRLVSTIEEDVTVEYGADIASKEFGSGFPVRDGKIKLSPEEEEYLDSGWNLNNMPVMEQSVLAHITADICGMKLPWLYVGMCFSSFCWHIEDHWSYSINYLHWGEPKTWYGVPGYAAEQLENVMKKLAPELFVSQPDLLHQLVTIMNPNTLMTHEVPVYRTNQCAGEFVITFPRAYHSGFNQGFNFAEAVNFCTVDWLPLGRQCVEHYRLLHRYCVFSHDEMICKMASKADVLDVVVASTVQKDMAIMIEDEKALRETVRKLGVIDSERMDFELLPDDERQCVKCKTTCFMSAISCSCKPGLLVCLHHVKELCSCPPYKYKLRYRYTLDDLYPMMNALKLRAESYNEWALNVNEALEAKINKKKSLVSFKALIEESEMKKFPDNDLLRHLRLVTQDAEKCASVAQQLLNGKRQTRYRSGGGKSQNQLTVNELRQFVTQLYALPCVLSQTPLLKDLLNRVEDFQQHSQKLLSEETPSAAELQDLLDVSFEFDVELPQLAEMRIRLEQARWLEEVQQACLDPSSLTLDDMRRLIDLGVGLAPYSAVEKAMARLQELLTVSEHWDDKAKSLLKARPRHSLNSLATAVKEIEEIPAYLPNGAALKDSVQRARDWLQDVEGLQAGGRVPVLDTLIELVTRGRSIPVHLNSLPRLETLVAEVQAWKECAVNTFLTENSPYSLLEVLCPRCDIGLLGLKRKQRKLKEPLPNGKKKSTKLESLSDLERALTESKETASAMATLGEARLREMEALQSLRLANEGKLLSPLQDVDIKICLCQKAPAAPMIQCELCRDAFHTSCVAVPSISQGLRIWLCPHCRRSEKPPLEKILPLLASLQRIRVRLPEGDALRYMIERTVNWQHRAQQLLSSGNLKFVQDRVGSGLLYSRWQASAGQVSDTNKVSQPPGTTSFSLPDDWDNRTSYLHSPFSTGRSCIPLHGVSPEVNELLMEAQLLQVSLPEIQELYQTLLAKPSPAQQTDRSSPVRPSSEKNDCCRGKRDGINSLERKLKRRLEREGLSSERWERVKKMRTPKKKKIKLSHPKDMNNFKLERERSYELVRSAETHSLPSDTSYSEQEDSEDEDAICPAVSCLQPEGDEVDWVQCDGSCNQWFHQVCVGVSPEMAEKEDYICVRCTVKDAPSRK
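Compound dilutions met 200 nM (final) KDM5BΔAP for 10 min at room temperature before substrate addition. The substrate mix held 12.5 µM H3K4me3 with cofactors 25 µM α-ketoglutarate and 50 µM Fe²⁺. NADH signal gain over 30 min defined activity.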
Active calls of the source: *; i = inactive; u = inconclusive; & = joins results of further samples; [ ] = dose if it differs, or a comment. Potency means the concentration at half of the fitted maximal effect. This is a subset (hit frequency here may not be typical).

KDM5B inhibitor | smiles
11.2% | O=C(O)c1cc(C2CC2)nc2c1cnn2-c1ccc(F)cc1
-23.7% | COc1ccc(S(=O)(=O)NCCc2csc3nc(-c4cccc(C)c4)nn23)cc1F
20.5% | Cc1cc(C(=O)NC(C)c2cccc(OC(F)F)c2)sc1C (stereo not drawn)
-3.7% | O=C(c1cc2ccccc2[nH]1)N(Cc1cccc(Br)c1)C1CC1
-22.7% | CCOc1ccc(Nc2oc(COc3ccc(Cl)cc3)nc2C#N)cc1
17.6% | NCCC12CC3CC(CC(C3)C1)C2
u | COc1cccc(Cn2c(CNS(=O)(=O)c3ccc(F)c(Cl)c3)nc3cccnc32)c1
-24.0% | CC(C)CN1CCN(C(=O)CCC[C@@H]2[C@H]3CCCN4CCC[C@@H](CN2C(=O)c2cccnc2)[C@@H]34)CC1
u | COc1cc2[nH]c(=O)n(Cc3ccc(C(=O)NCc4ccccc4)cc3)c(=O)c2cc1OC
-7.2% | CC(=O)c1ccc(NC(=O)Cn2nc(C(F)(F)F)c3c2CCCC3)cc1
u | O=C(Nc1ccccc1F)N1CC(Oc2cccc(-c3nc(-c4ccccc4)no3)c2)C1
-6.8% | Cc1ccc(S(=O)(=O)N2CCC(Oc3ncccc3C(=O)N3CCOCC3)C2)cc1F (stereo not drawn)
u | Cc1ncccc1C(=O)N1CCC(Oc2cnc3c(ccn3-c3cncnc3)c2)CC1
u | Cc1ccccc1Cn1c2ccccc2c2cnn(CC(=O)NCCCc3ccccc3)c(=O)c21
35.5µM* | COc1ccc(OCC2(C)COc3ccc(C(=O)NCCN4CCOCC4)cc3N2)cc1 (stereo not drawn)
3.0% | O=C(CCCc1c[nH]c2ccccc12)NCc1ccccc1F
-8.4% | NC(=S)Nc1cc(Cl)cc(Cl)c1
-18.0% | C=CCNc1nc2c(c(=O)n(C)c(=O)n2C)n1CCC(C)C
23.0% | CC(C)c1nc2oc3c(N4CCNCC4)ncnc3c2c2c1CCC2
-45.7% | O=C(NC1CCCCCC1)c1ccc(CS(=O)c2ccc(Br)cc2)o1 (stereo not drawn)
u | CC(C)CCNC(=O)CCn1c(=O)c2cccn2c2cccnc21
-15.9% | Cc1ccc(NS(=O)(=O)c2ccc(-c3cnc(C4CC4)o3)cc2)cc1N(C)C
-45.0% | CC(=O)c1cccc(NC(=O)C(CC(C)C)NS(=O)(=O)c2ccc3c(c2)CCN3C(C)=O)c1 (stereo not drawn)
-29.8% | O=C(O)COCC(=O)N[C@H]1CCN2C(=O)c3cc(-c4ccc(F)cc4F)ccc3NC(=O)[C@H]12
u | CCCN(CCC)C(=O)Cn1c(SCc2cccc(F)c2)nc2cccnc21

An excerpt from above in order of their number in KDM5B inhibitor, high to low.
compound	KDM5B inhibitor
NCCC12CC3CC(CC(C3)C1)C2	17.6%
O=C(c1cc2ccccc2[nH]1)N(Cc1cccc(Br)c1)C1CC1	-3.7%
CCOc1ccc(Nc2oc(COc3ccc(Cl)cc3)nc2C#N)cc1	-22.7%

Next records follow:
KDM5B inhibitor | smiles
-17.1% | CCOc1ccc(NC(=O)Cn2nc3n(c2=O)CCN(Cc2ccccc2C)C3=O)cc1
-13.7% | COc1ccc(CN2CCC3(CC2)CC(O)CCO3)c(OC)c1 (stereo not drawn)
-3.6% | COCCN1C(=O)CS(=O)(=O)C12CCN(C(=O)c1ccc(F)c(F)c1)CC2
u | COCCNC(=O)c1ccc2c(c1)N(C)C(CC(=O)NCC(C)C)CO2 (stereo not drawn)
u | CN1CCC(N2CC[C@@H]3[C@H]2C(=O)NC[C@H](CCC(=O)N2CCOCC2)N3C)CC1
u | CCO[C@H]1CN(C(=O)CCc2nc3c(C)c(C)ccc3[nH]2)C[C@@H]1O
u | CN(C)c1cc(N2C[C@@H](CN3CCOCC3)C[C@H](CO)C2)ncn1
-1.7% | Cc1cccc(CSc2nc3ccncc3n2CC(=O)N(C)C2CCCCC2)c1
-14.0%[86.2 µM] | COc1ccc(-n2cnc3cccnc32)cc1OC
-0.1% | COc1ccccc1-c1nc2nccc(-c3cccnc3)n2n1
9.5% | Cc1cc(C)nc(Nc2ncc(O)n2-c2cccc(Cl)c2)n1
15.6% | CN(Cc1ccccc1)C(=O)c1cc(=O)c2ccccc2o1
-15.2% | COc1ccc2oc(=O)cc(CN(C)Cc3ccccc3)c2c1
6.2% | CCCCCSc1nc2c(c(=O)[nH]c(=O)n2C)n1CCC
-8.6% | Cc1nc2ccc(C(=O)NC3CC(C)(C)NC(C)(C)C3)cc2nc1C
2.0% | O=C([C@@H]1C[C@H](Oc2ccccc2)CN1C(=O)c1n[nH]c2ccccc12)N1CCOCC1
10.0% | COc1cc(C2CC(=O)NC(SCc3ccccc3)=C2C#N)ccc1O (stereo not drawn)
-12.9% | COc1ccc(OC)c(NS(=O)(=O)c2ccc(-c3cc(C)no3)s2)c1
14.6% | CC(C)(C)n1nnnc1SCC(=O)N(Cc1cccs1)c1ccc2c(c1)OCCO2
i | O=C(OCC(=O)N1CCN(C(=O)COC(=O)c2ccccc2NCCO)CC1)c1ccccc1NCCO
26.2% | O=S(Cc1ccccc1)Cc1c(Cl)cccc1Cl (stereo not drawn)
9.7% | Cc1ccc2c(CC(=O)Nc3cccc(C(F)(F)F)c3)coc2c1
5.3% | Cc1c(C(=O)NCc2nnc3n2CCCCC3)oc2ccccc12
23.1% | CC(=O)N(C)c1ccc(NC(=O)CCC2CCCC2)cc1
-5.6% | COc1ccc(-c2nn(-c3ccccc3C)cc2CN(C)CCN2CCOCC2)cc1F

For reference, some entries already given.
KDM5B inhibitor | smiles
9.7% | Cc1ccc2c(CC(=O)Nc3cccc(C(F)(F)F)c3)coc2c1
5.3% | Cc1c(C(=O)NCc2nnc3n2CCCCC3)oc2ccccc12

Continued.
KDM5B inhibitor | smiles
4.6% | Cc1nc(CN2CCN(S(=O)(=O)c3ccccc3Cl)CC2)cs1
u | CCC(=O)Oc1ccc(/C=C(\C#N)c2nc3ccccc3[nH]2)cc1OC
6.3%[115 µM] | O=C(O)C1CCc2nnc(C3CCN(C(=O)c4ccc(F)cc4)CC3)n21 (stereo not drawn)
-5.6% | Cc1c(Cl)cccc1NC(=O)N1CCCC1c1nncn1-c1ccccc1 (stereo not drawn)
-21.8% | COc1cc(NC(=O)CC2C(=O)NCCN2C(C)C)ccc1NC(=O)C(C)(C)C (stereo not drawn)
-2.3% | CC(=O)N1CCC2(CC1)OC(=O)C(C)=C2C(=O)Nc1ccccc1C(F)(F)F
9.4% | Cc1cnc(NC(=O)C2=C(O)c3ccccc3S(=O)(=O)N2C)s1
25.3% | CCCCCn1c(N2CCN(Cc3ccc(Br)cc3)CC2)nc2c1c(=O)[nH]c(=O)n2C
u | COc1cc(NC(=O)c2cc3c(N4CCSCC4)nc(C)cn3n2)c(OC)cc1Cl
-20.4% | COc1cc(Nc2nc3ccccc3nc2NS(=O)(=O)c2cccc(C)c2)cc(OC)c1
-15.4% | Cc1cccc(Cn2c(CNS(=O)(=O)c3ccc(Cl)s3)nc3cccnc32)c1
-4.4% | CC(=O)Nc1ccc(CC(=O)Nc2cccc3cccnc23)cc1
u | COc1ccc(C)cc1NC(=O)NCc1cccn1Cc1ccccc1
11.9%[11.5 µM] | O=C(Nc1ccc2oc(-c3cccnc3)nc2c1)c1ccc(Br)cc1
-6.5% | O=C(CCN1CCCCO1)N1CCCC(CCc2ccc(F)c(F)c2)C1 (stereo not drawn)
-1.2% | C=CCSc1nc2c(c(=O)n(C)c(=O)n2C)n1CC(=C)C
6.1% | Cc1ccc(CN2CCN(C(=O)C3CCCN(C(=O)c4ccccc4)CCC(=O)NCC3)CC2)cc1 (stereo not drawn)
i | COc1ccc(-c2cc3c(nc2OC)nc(CC2CC2)n3C)cc1OC
6.7% | COc1cc(Cl)c(C)cc1-n1cc(C(=O)c2cc(Br)ccc2O)cc(C#N)c1=O
-9.4% | CC(=O)c1cccc(NC(=O)Cn2c(Nc3cc(C)cc(C)c3)nc(C)cc2=O)c1
-9.3% | CC1=C[C@@H](CNC(=O)COc2ccccc2)[C@H](C(C)C)C[C@H]1CC(=O)Nc1ccccn1
u | Cc1oc(-c2cccs2)nc1CC(=O)Nc1cccc(C#N)c1
-25.8% | COCCCNC(=O)N1C[C@@H]2CCCN3CCC[C@@H]([C@H]23)[C@H]1CCCC(=O)Nc1ccccc1
20.8% | NC1CCc2nn(CC(=O)NCCc3nc4ccccc4[nH]3)c(=O)n2CC1 (stereo not drawn)
u | C=CCNC(=O)N1CCC(O)(c2csc(CN3CCc4ccccc4C3)n2)CC1

Some of the entries so far, as tab-separated lines:
structure	KDM5B inhibitor
CC(=O)Nc1ccc(CC(=O)Nc2cccc3cccnc23)cc1	-4.4%
COc1ccc(C)cc1NC(=O)NCc1cccn1Cc1ccccc1	u
O=C(Nc1ccc2oc(-c3cccnc3)nc2c1)c1ccc(Br)cc1	11.9%[11.5 µM]
O=C(CCN1CCCCO1)N1CCCC(CCc2ccc(F)c(F)c2)C1 (stereo not drawn)	-6.5%

Carrying on:
KDM5B inhibitor | smiles
0.1% | COc1ccc(CCC(=O)N[C@@H](Cc2ccccc2)C(=O)N2CCCOCCNC(=O)CC2)cc1
-10.5% | Cc1ccc(-n2c(Cc3ccccc3)nnc2SCc2nc(-c3cccs3)no2)cc1
u | Cc1cccc(-c2nc3c(cnn3-c3ccccc3)c(=O)n2-c2ccc(Br)cc2)c1
9.9% | O=C(Cc1cnc[nH]c1=O)N1CCC2(CC1)[C@H](O)C[C@@H]2OCCO
0.7% | COC(=O)c1ccc(COC(=O)c2cc3ccccc3s2)o1
14.3% | Cc1ccc(C(C)NC(=O)Nc2ccc(Cl)cc2F)cc1C (stereo not drawn)
-12.5% | Cc1ccc2cccc(NC(=O)COc3ccc(C(C)(C)C)cc3)c2n1
u | CC(=O)N1C[C@@H]2CCCN3CCC[C@@H]([C@H]23)[C@H]1CCCC(=O)N(C)Cc1ccc(N2CCOCC2)cc1
0.2% | Cc1cccc(C(=O)Nc2ccc(C(=O)c3ccccc3)cc2)c1
u | COc1ccc(-c2nc3c(c(=O)[nH]2)CCN(C(=O)c2ccc(OC)nc2)C3)cc1
9.5% | Cn1nc(CC(=O)NCc2ccccc2F)c2ccccc2c1=O
u | COCCC(=O)N[C@@H]1CN(Cc2cccnc2)C[C@H]1CN(C)C
2.9%[115 µM] | COc1ccc(-c2nc3n(n2)CCN(C(=O)c2ccc(Cl)cc2)C3)cc1
-9.0% | O=C(Cn1cnc2ccccc2c1=O)Nc1ccc2oc(C3CC3)nc2c1
-27.5% | Cc1nn(CC(=O)N2CCCCC2)c(=O)c2cc3occc3n12
11.6% | Cc1cc(F)ccc1S(=O)(=O)N1CCCOC1CNC(=O)C(=O)NC1CCCCC1 (stereo not drawn)
-34.8% | CN(C)c1ccc(C(=O)N2CCc3c(sc4ncnc(N)c34)C2)cc1
-21.2% | Cc1ccc(NC(=O)c2c(C)oc3ncnc(N4CCCCC4)c23)cc1Cl
35.5µM* | COCCN1CCNc2cc(Nc3cccc(N(C)C)c3)ncc2C1
8.4% | CN(C(=O)c1ccc(-c2nn(C)c(=O)c3ccccc23)cc1)C1CCCCC1
18.1% | O=C(C1CCCC1)N1CCC2(CC1)CC(N(Cc1ccccc1)C1CC1)CCO2 (stereo not drawn)
16.6% | O=C(c1nc(-c2cccnc2)no1)N1CCN(c2ccc(F)cc2)CC1
-21.5% | CC(C)(C)c1ccc(C(=O)NC(Cc2c[nH]c3ccccc23)C(=O)OCC(=O)c2ccc(Br)cc2)cc1 (stereo not drawn)
-7.3% | CC(O)C(NC(=O)c1cc(Cl)ccc1F)C(=O)O (stereo not drawn)
-10.4% | O=C(Cc1cccc(F)c1)N1CCC(n2cnnc2-c2ccccc2)C1 (stereo not drawn)

(further entries)
KDM5B inhibitor | smiles
u | Cc1cc(C)nc(N2C[C@H]3OC(=O)N(CCc4ccc(F)cc4)[C@H]3C2)n1
21.9% | COc1ccccc1/C=C/C(=O)C12CC3CC(CC(C3)C1)C2
-1.2% | CCc1ccc(C(=O)C(C)Sc2nc3ccccc3c(=O)n2CCC(=O)OC)cc1 (stereo not drawn)
3.6% | O=C(OCC1(COC(=O)c2ccc(F)cc2)CCCC(COC(=O)c2ccc(F)cc2)(COC(=O)c2ccc(F)cc2)C1=O)c1ccc(F)cc1
-17.1% | COc1cc(CNC2CCCCC2)ccc1OCC(O)CN1CCSCC1 (stereo not drawn)
0.6% | CNc1cc(C2CC(NC(=O)NCCc3ccccc3F)C2)nc(N)n1 (stereo not drawn)
1.7% | CCN1CCN(c2nc(Nc3ccc(Cl)cc3)c3nccnc3n2)CC1
56.2µM* | CC(C)c1nc2c(c(-c3ccc(Cl)cc3)n1)CCN(Cc1cccc3ccccc13)CC2
-11.8% | CCOC(=O)CSc1n[nH]c(=S)s1
21.7% | Fc1ccc(Oc2nc3ccccc3s2)c(Br)c1
-11.2%&-27.5% | Nc1nc(Nc2cccc(Cl)c2)sc1C(=O)c1ccc(F)cc1
-19.6% | CC(C)(C)c1ccc(-c2nnc(SCC(=O)NCc3cccs3)n2Cc2ccco2)cc1
-19.1% | Cc1ccc(NC(=O)Nc2cc3c(cc2Oc2ccccc2)n(C)c(=O)n3C)c(Cl)c1
u | COc1cccc(CN2CC[C@@H]3C(=O)NCCCCCCN(Cc4ccncc4)[C@@H]3C2)n1
13.9% | COC[C@@H]1CN(Cc2ccc(F)cc2F)C[C@H]1C(=O)NC1CC1
-9.0% | CC(=O)N1CCC(C(=O)N2CCC3(CC2)NC(=O)N(c2ccc(F)cc2)N3)CC1
9.5% | O=S(=O)(Cc1ccccc1)N1CCC(n2cnnc2C2CC2)CC1
-14.1% | CN1C(=O)CC(C(=O)O)C12CCN(Cc1nc3ccsc3c(=O)[nH]1)CC2 (stereo not drawn)
5.1% | Cc1cn2c3c(=O)[nH]c(=O)n(C)c3nc2n1CCCN1CCN(c2ccccc2)CC1
